Bioassay records as filed in PubChem BioAssay.
Integrin act MD: activates integrin-mediated alleviation for muscular dystrophy; Potency, µM (highest dose often 38.3 µM), inactives show at the highest dose activation, actives largely listed as activators; actives 0.064% (n = 350,000); alpha7betagal myoblasts, beta-gal FDG fluorescence, 48 h;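 also: potency is read from the fitted curve at half-maximal effect; 100% = response of the positive control SU9516; nearly all actives have a fitted effect of over 60% in size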
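Alpha7betagal+/- myoblasts (passage 13) were plated 16-24 hr, then exposed to compounds (1:260 dilution of DMSO stock) for 48 hours at 37C. After MPER lysis, β-galactosidase reporter activity was read as FDG fluorescence (ex 480/em 540) after 30 minutes.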
B2AR arrestin: agonists driving beta-arrestin recruitment to human beta2-adrenergic receptor; beta-arrestin recruitment to beta2AR, cell-based reporter; Potency, µM (top dose mostly 46.1 µM), inactives show at the top dose activation, actives largely listed as activators; P07550; actives 0.02% (n = 330,000);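 also: potency is read from the fitted curve at half-maximal effect; 0% = DMSO controls and full agonism = EC100 isoproterenol or metaproterenol; nearly all actives have a fitted effect of over 65% in size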
p53 reactivator: mutant p53 re-activation in reporter cells. H1299 p53-A138V BP100-luciferase reporter, luminescence, 24 h. Potency, µM (titrated, usually from 92.2 µM), for inactives: top-dose activity change, positive = activation, most hits filed as activators. actives 0.063% (n = 320,000); also: potency is read from the fitted curve at half-maximal effect; % of control where 0% means no effect; nearly all actives have a fitted effect of over 45% in size
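p53-null H1299 cells stably carrying temperature-sensitive p53-A138V and a BP100-luciferase reporter were pinned with compounds (4-point, 1:5 series) and held 24 hrs at 37 deg C. Luminescence was read 10 min after detection reagent.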
USP2a block: USP2a (human) protease inhibition; O75604; USP2 core, Ub-CHOP2 coupled fluorogenic reporter, 485/531; Potency, µM (series often up to 38.3 µM), for inactives: at the top dose activity change, negative = inhibition, usual class: inhibitors; actives 0.01% (n = 330,000); AID 463254;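 also: potency is read from the fitted curve at half-maximal effect; plate controls were DMSO wells for no effect and full inhibition by NEM control for full effect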
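Deubiquitinase activity read as fluorescence (485/531 nm) after Ub-CHOP2 cleavage activates the enterokinase reporter on its substrate; USP2 core 10nM, Ub-CHOP2 and substrate 25nM each, 30min compound preincubation then 60min RT; data normalized to NEM, curves fitted.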
TRPV1 agonist: activates the human vanilloid receptor TRPV1; activation, % at 8.33 µM; TRPV1-expressing cells, Fluo-8 calcium influx, agonist mode; actives 0.19% (n = 320,000); Q8NER1; in the data active = activation above about 80%; inconclusive = between about 30% and that limit; also: 0% is about no effect
Target sequence (Q8NER1 whole entry, looked up): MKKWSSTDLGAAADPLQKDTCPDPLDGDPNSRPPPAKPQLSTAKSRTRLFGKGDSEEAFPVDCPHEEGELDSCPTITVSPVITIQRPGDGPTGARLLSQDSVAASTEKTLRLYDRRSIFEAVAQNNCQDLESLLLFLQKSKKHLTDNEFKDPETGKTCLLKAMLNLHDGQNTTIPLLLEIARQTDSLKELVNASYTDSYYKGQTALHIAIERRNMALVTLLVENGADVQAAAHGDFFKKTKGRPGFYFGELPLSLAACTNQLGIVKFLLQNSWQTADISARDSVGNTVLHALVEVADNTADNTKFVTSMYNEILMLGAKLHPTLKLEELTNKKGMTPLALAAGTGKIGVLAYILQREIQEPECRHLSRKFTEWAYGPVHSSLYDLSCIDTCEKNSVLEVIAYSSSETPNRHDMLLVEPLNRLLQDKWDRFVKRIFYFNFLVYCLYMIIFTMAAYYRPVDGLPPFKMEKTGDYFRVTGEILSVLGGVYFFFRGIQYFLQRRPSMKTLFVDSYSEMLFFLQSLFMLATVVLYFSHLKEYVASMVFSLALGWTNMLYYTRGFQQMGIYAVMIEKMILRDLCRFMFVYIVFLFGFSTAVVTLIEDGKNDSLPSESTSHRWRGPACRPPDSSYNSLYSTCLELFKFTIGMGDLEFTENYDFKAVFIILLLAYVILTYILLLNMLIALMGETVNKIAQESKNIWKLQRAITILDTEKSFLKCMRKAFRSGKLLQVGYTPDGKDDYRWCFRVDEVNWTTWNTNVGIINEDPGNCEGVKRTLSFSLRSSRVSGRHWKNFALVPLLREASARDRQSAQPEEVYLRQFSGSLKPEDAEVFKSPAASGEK
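TRPV1-expressing cells were cultured overnight at 35.5C and loaded with Fluo-8 calcium dye for 40 to 90 min at room temperature. After a 10 s baseline, compound was added and calcium influx was read kinetically for 3 min (ex 480/em 520 nm).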
ELG1 genotoxic: inducers of genotoxicity in HEK293T ELG1-luciferase cells; actives 1.3% (n = 330,000); AID 504466; Potency, µM (titrated, usually from 46 µM), without a hit: top-dose activity change, positive = activation, hits mostly activators; HEK293T ELG1-luciferase reporter, luminescence, 16 h; also: potency is read from the fitted curve at half-maximal effect; % of control where 0% means no effect; nearly all actives have a fitted effect of over 60% in size
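Reporter readout depends on ELG1 protein level, which increases with genetic stress. After 16 hr compound exposure at 37 °C, luciferase activity was quantified using ONE-Glo.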
PTAP TSG101 blk: blocks PTAP/TSG101 interaction to inhibit HIV-1 budding | 340,000 tested, under 10 active | Potency, µM (top dose mostly 115 µM), for the others: at the highest dose activity change, negative = inhibition, usual class: inhibitors | Fluorescence polarization, FITC-PTAP peptide / Tsg101 binding; active = well fitted inhibition curve with a large enough effect in the main read-out, with a control signal flat, not every such curve was filed as active; inconclusive = small, poorly fitted or top-dose-only effect, or effect the other way, or a change in a side signal; inactive = no such curve, though single readings can be large or run the other way; also: potency is read from the fitted curve at half-maximal effect; % of control where 0% means no effect
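Tsg101 binding domain (10 uM final) was mixed with compound and a FITC-labeled PTAP peptide (50 nM final) in HEPES pH 7.5 buffer with NaCl, Tween 20, EDTA and TCEP; fluorescence polarization was read after 20 min at r.t.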
S-ASM inh: inhibitors of human secretory acid sphingomyelinase | P17405 | placental ASM, HMU-PC fluorogenic substrate, 60 min | Potency, µM (top dose mostly 57.5 µM), for inactives: at the top dose activity change, negative = inhibition, usual class: inhibitors | actives 0.006% (n = 340,000); also: potency is read from the fitted curve at half-maximal effect
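Steps: dispense placental human ASM, pin compound, wait 10 min at room temperature, add HMU-PC0 substrate at 9 uM final, incubate 60 min at 37 °C, add stop solution raising pH to 10, read fluorescence.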
BRCA1 expr act: activators of BRCA1 expression. Potency, µM (titrated, usually from 46.1 µM), for inactives: at the top dose activation, actives largely listed as activators. AID 624202. MCF7-BRCA1-FFLuc reporter, luminescence, 48 h; response scale: scaled: vehicle 0%, 10 µM genistein 100%. actives 1.1% (n = 380,000); also: potency is read from the fitted curve at half-maximal effect; nearly all actives have a fitted effect of over 80% in size; some results filed as inactive show a strong effect at the top dose
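48 h compound treatment of MCF7-BRCA1-FFLuc cells (phenol-red free MEM, 37 °C), then 15 min with luciferase substrate and luminescence imaging.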
uPA generation: blocks generation of uPA at the cell surface; AID 540303; cell surface uPA generation assay, qHTS; actives 0.31% (n = 330,000); Potency, µM (top dose mostly 38.3 µM), for the others: at the highest dose activity change, negative = inhibition, most hits filed as inhibitors; active = well fitted inhibition curve with a large enough effect; inconclusive = small, poorly fitted or top-dose-only effect; inactive = no such curve, though single readings can be large or run the other way; tested in mouse RAW 264.7 cells; also: potency is read from the fitted curve at half-maximal effect; % is scaled to controls: 0 for no effect and ±100 for the full control effect; nearly all actives have a fitted effect of over 55% in size
Eya2 phos inh: blocks the phosphatase activity of human Eya2. O00167. recombinant Eya2, OMFP fluorescence dephosphorylation (OMFP is methylfluorescein phosphate). Potency, µM (top dose mostly 76.9 µM), inactives show at the top dose activity, negative = inhibition, hits mostly inhibitors. actives 0.006% (n = 330,000). AID 488837; also: potency is read from the fitted curve at half-maximal effect; % is scaled to controls: 0 for no effect and ±100 for the full control effect
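Eya2 (0.2 uM) preincubated 10 min at ambient with compound, then OMFP substrate added at 50 uM; 10 min reaction in 50 mM HEPES pH 7.5, 50 mM NaCl, 5 uM MgCl2, 0.05% BSA, 1 mM DTT. Fluorescence read at Ex 485/Em 525 nm.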
Starred values were filed as active, the others as inactive; ? = inconclusive; . = not tested or not shown; [ ] = remark or other dose. Unless noted, calls follow the shape of the dose curve; as a rule, active = well fitted curve in the direction sought with a large enough effect; inconclusive = small, poorly fitted or top-dose-only effect, or another doubt; inactive = no such curve, though single readings can be large; an effect the other way counts as inactive or inconclusive.

The opening 2 records (preview)
no.	Molecule	PTAP TSG101 blk	USP2a block	BRCA1 expr act	uPA generation	ELG1 genotoxic	Eya2 phos inh	Integrin act MD	B2AR arrestin	S-ASM inh	p53 reactivator	TRPV1 agonist
1	NC(=O)c1ncc(C(F)(F)F)cc1Oc1cccc(F)c1	-2%	?	4%	-1%	2%	-7%	0%	0.4%	2%	3%	-8
2	COc1ccc(S(=O)(=O)CCC(=O)N2CCN(c3ccc([N+](=O)[O-])cc3)CC2)cc1	-6%	0%	-22%	-16%	-5%	-3%	16%	0.2%	-10%	29%	0

Results (from the top)
no.	Molecule	PTAP TSG101 blk	USP2a block	BRCA1 expr act	uPA generation	ELG1 genotoxic	Eya2 phos inh	Integrin act MD	B2AR arrestin	S-ASM inh	p53 reactivator	TRPV1 agonist
1	NC(=O)c1ncc(C(F)(F)F)cc1Oc1cccc(F)c1	-2%	?	4%	-1%	2%	-7%	0%	0.4%	2%	3%	-8
2	COc1ccc(S(=O)(=O)CCC(=O)N2CCN(c3ccc([N+](=O)[O-])cc3)CC2)cc1	-6%	0%	-22%	-16%	-5%	-3%	16%	0.2%	-10%	29%	0
3	CC(C)Cc1nnc(NC(=O)CCC(=O)NC2CCCc3ccccc32)s1 (stereo not given)	1%	6%	-11%	0%	9%	0%	5%	-0.7%	2%	-1%	2
4	CC/C(=N\NC(=O)CSCc1ccccc1Cl)c1ccc2c(c1)OCCO2	-2%	2%	-1%	-1%	3%	-14%	13%	-0.4%	-14%	3%	17
5	O=C(NCCc1ccc(Cl)cc1)C1CCC(CNc2nc(=S)[nH]c3ccccc23)CC1 (stereo not given)	1%	-1%	-70%	2%	?	-25%	26%	0.1%	-2%	3%	-2
6	COCCC(=O)Nc1ccc2c(c1)CN(C(=O)CSC)CC2	-5%	3%	0%	-1%	-3%	12%	19%	-0.5%	-2%	7%	2
7	CC(=O)c1ccc(N2CCN(CC(=O)N(C3CC3)C3CCS(=O)(=O)C3)CC2)c(F)c1 (stereo not given)	-2%	0%	0%	-10%	1%	14%	0%	-0.4%	2%	7%	0
8	O=c1[nH]c(=S)[nH]cc1Oc1ccc(Cl)cc1Cl	-4%	6%	1%	-11%	-4%	15%	6%	-0.8%	1%	2%	-4
9	CCC(C)NC(=O)CN(c1cc(Cl)ccc1OC)S(C)(=O)=O (stereo not given)	-6%	2%	-3%	-12%	2%	1%	-1%	-1.9%	4%	-2%	8
10	Nc1nc(-c2cccc(Br)c2)cs1	-7%	1%	11µM*	.	10%	3%	-3%[7.66 µM]	-0.8%	1%	9%	1
11	O=C(Nc1ccccc1F)Nc1cccnc1Cl	0%	.	45%	-1%	.	.	-15%	.	-1%	.	.
12	FC(F)(F)c1cccc(-c2nnc3ccc(C(F)(F)F)cn23)c1	1%	1%	-27%	.	-2%	-19%	?	-1.0%	4%	-4%	.
13	O=C(Cc1ccccc1)NNC(=O)c1cnccn1	-1%	1%	9%	-10%	2%	4%	-6%	-1.2%	-1%	2%	-8
14	CCC(=NCc1ccccc1)c1c(C(F)(F)F)[nH]n(-c2nc3ccccc3s2)c1=O	4%	-3%	1%[1.84 µM]	0%	?	-2%	6%	0.2%	5%	?	1
15	Cc1cccc(N(CC(=O)NC2CC3CCC2C3)S(=O)(=O)c2ccccc2)c1 (stereo not given)	-1%	2%	-37%	-5%	-7%	-14%	11%	-0.2%	3%	11%	?
16	Cc1nn(C)c(NC(=O)c2ccccc2Cl)c1Cl	-4%	0%	-1%	5%	-1%	?	-26%	-0.3%	0%	-1%	6
17	Cc1cnc(C(=O)Nc2ccc(-n3cnnn3)cc2)cn1	0%	-1%	1%	3%	6%	11%	16%	-0.4%	3%	9%	4
18	c1ccc(Cn2nnc3c(N4CCOCC4)ncnc32)cc1	2%	2%	11%	-6%	?	2%	-10%	-0.2%	2%	0%	2
19	CCS(=O)(=O)c1nc(S(=O)(=O)c2ccc(C)cc2)c(N2CCN(CCO)CC2)s1	-3%	-4%	-26%	-5%	0%	-5%	-37%[inhibitor]	0.2%	-1%	12%	0
20	COc1ccccc1NC(=O)Cc1csc(NC(=S)Nc2ccccc2)n1	-5%	-2%	-78%	.	-9%	-4%	13%	-0.7%	-12%	5%	-1
21	COc1ccc(-c2cc(-c3cccnc3)c(C#N)c(N)n2)cc1	-4%	-1%	-2%	2%	13%	1%	20%	-0.2%	.	-1%	1
22	CC(O)C(=O)NCCOCCOCCNC(=O)C(C)O (stereo not given)	-6%	0%	15%	8%	3%	2%	1%	0.5%	-5%	6%	-3
23	COCCCNC(=S)NNC(=S)Nc1ccc(F)cc1F	-3%	2%	54%	.	0%	-6%	-17%	6.2%	-3%	9%	7
24	CCN(CC)c1nc(-c2ccccc2)nc2ccccc12	0%	0%	-42%	-2%	-1%	-5%	-28%	-0.5%	-3%	-3%	6
25	CCCCNS(=O)(=O)c1ccc(OC)c(C)c1	-1%	0%	-11%	-3%	2%	-1%	?	-0.5%	0%	-4%	5
26	CC[C@H](C)C(C(=O)N1CCN(C(=O)OC(C)(C)C)CC1)n1cc(C(CO)NC(=O)OC(C)(C)C)nn1 (stereo not given in full)	0%	2%	-8%	5%	0%	9%	6%	-0.9%	2%	0%	-2
27	CN1CCC(=NNC(=O)CSc2ccc(Cl)cc2)CC1	1%	-1%	0%	-1%	5%	4%	1%	3.9%	1%	-1%	2
28	Cc1ccc(SCCN2CCC(C)CCC2=O)cc1 (stereo not given)	1%	2%	8.9µM*	-15%	?	-2%	4%	0.4%	-2%	.	5
29	Cc1cccc(-c2nc3cc([N+](=O)[O-])ccc3o2)c1	0%	3%	2.5µM*	7%	16µM*	1%	33%	0.0%	0%	11%	-3
30	CN1CC(=O)N/C1=N\C(=O)Nc1ccc(O)cc1	-4%	0%	15%	16%	0%	-4%	12%	0.9%	6%	3%	2
31	CCCn1c(N)c(N(CCOC)C(=O)c2ccc(-c3ccc(Cl)cc3)o2)c(=O)[nH]c1=O	0%	0%	-20%	-3%	-5%	-2%	5%	-0.7%	2%	-1%	0
32	C/C(=N\N=C(N)N)c1ccc(Cl)cc1Cl	-1%	0%	-68%	-7%	-7%	-9%	-64%[inhibitor]	-0.2%	1%	-7%	-2
33	CC(C)(CN1CCN(Cc2ccccc2)CC1)NS(=O)(=O)c1ccc(Cl)cc1	-5%	-1%	-26%	-19%	-8%	-8%	-43%	-0.7%	6%	3%	6
34	COCC(=O)Nc1nc2n(n1)C(c1ccccc1Cl)CC(c1ccc(OC)cc1)N2 (stereo not given)	-3%	-1%	-14%	.	-2%	11%	-15%	-0.2%	46%[activator]	-4%	-4
35	CC(=O)OC1CC(n2ccc(NC(=O)c3ccccc3)nc2=O)OC1CO (stereo not given)	-2%	0%	0%	5%	-1%	1%	?	0.0%	10%	28%	-5
36	COc1ccccc1N1CCN(C(c2ccc(Cl)cc2)c2nnnn2C(C)(C)C)CC1 (stereo not given)	-2%	0%	-38%	0%	-10%	-2%	-22%	0.0%	-6%	-3%	5
37	CC1CCCN(C(=O)c2cc(S(=O)(=O)N3CCCCC3)c[nH]2)C1 (stereo not given)	-1%	-1%	1%	8%	-1%	-5%	22%	-0.5%	-1%	14%	2
38	CC(C)CCNC(=O)C1C2C=CC3(CN(Cc4ccccc4Cl)C(=O)C13)O2 (stereo not given)	0%	0%	-5%	5%	-9%	-2%	-7%	-0.8%	2%	0%	-3
39	Cc1cc(C(=O)Nn2cnnc2)ccc1[N+](=O)[O-]	-4%	0%	0%	6%	0%	13%	-25%	-0.5%	1%	29%	3
40	CC(=O)C1=C(C)NC2=C(C(=O)c3ccccc32)C1c1ccccc1 (stereo not given)	-7%	4%	-1%	2%	2%	-10%	23%	-0.3%	-14%	-1%	6
41	Cn1cc(P(=S)(N2CCOCC2)N2CCOCC2)cc1P(=S)(N1CCOCC1)N1CCOCC1	1%	3%	-1%	-2%	-1%	-5%	-25%	-0.9%	-1%	1%	3
42	CCC1(c2ccc(F)cc2)NC(=O)N(CC(=O)N2CCN(S(=O)(=O)c3ccc(C)cc3)CC2)C1=O (stereo not given)	-2%	-4%	1%	-5%	-8%	0%	-13%	-0.6%	0%	2%	-2
43	COC(CN1C(=O)C(=O)/C(=C(/O)c2ccccc2)C1c1ccccn1)OC (stereo not given)	-5%	0%	1%	-3%	0%	4%	-15%	-0.1%	2%	4%	0
44	COc1ccccc1N1CCN(c2nc3c(C)cccn3c(=O)c2C=O)CC1	-1%	1%	-31%	.	-4%	4%	7%	-0.3%	-5%	-6%	29
